# Ba/F3 V617F tox – loss of viability in JAK2V617F-driven Ba/F3 cells. actives 1.1% (n = 220,000). inhibition, % at 5.6 µM. AID 1446. Ba/F3 EpoR-JAK2V617F viability, ATP luminescence;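 active means inhibition above the campaign mean plus 3 SD over all tested compounds, cut at about 24% in these data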;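 further: cytokine-independent growth of Ba/F3 cells driven by EpoR plus mutant JAK2; 0% = DMSO-treated cells and 100% = JAK inhibitor I control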
# p97 ATPase inh – inhibitors of human p97 ATPase; inhibition, % at 8 µM; actives 0.42% (n = 220,000); recombinant p97 ATPase, Kinase-Glo ATP luminescence, 3 h; AID 1481; in the data active means inhibition above about 15%;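 further: 0% = DMSO vehicle and 100% = wells lacking enzyme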
# RBBP9 inhibitor – human RBBP9 hydrolase inhibition; recombinant RBBP9, FP-Rh probe fluorescence polarization; actives 0.2% (n = 220,000); inhibition, % at 7.94 µM; AID 1515; O75884;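 active means inhibition above the campaign mean of all tested compounds plus 3 SD, cut at about 14% in these data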;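 further: plate controls were DMSO wells with RBBP9 for no effect and wells lacking RBBP9 protein for full effect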
# Target sequence (O75884 whole entry, looked up): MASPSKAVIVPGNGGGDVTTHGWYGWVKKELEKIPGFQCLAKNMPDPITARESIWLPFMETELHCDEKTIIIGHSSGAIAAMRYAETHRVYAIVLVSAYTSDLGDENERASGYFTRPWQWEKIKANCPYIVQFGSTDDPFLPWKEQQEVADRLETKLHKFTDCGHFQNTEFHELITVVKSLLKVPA
#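 Assay system: recombinant human RBBP9; Reagent: Serine-hydrolase probe FP-Rh, 375 nM pre-mixing; Doses: 7.94 µM single dose, 0.794% DMSO; Incubation: 30 min then 45 min, 25 °C; Detection: fluorescence polarization (mP), excitation 525 nm, emission 598 nm; Evaluation: percent inhibition from mP, scaled between DMSO and no-protein wells.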
# Furin inh – blocks human furin protease activity; purified furin, fluorogenic substrate cleavage; P09958; AID 463115; inhibition, % at 30 µM; actives 0.061% (n = 220,000); in the data active means inhibition above about 25%; further: inactives centre near -15
# BaF3 tox – reduces parental Ba/F3 cell viability, JAK2V617F counter-screen; inhibition, % at 5.6 µM; CellTiter-Glo ATP luminescence; actives 1.1% (n = 220,000);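 active means inhibition above a per-campaign cutoff, the mean inhibition of all tested compounds plus 3 SD, cut at about 27% in these data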;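 further: 0% = DMSO wells and 100% = JAK Inhibitor I control wells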
# p47phox inh – inhibitors of human p47phox binding; P14598; p47phox/p22phox peptide binding, fluorescence polarization, 2 h; inhibition, % at 24.7 µM; actives 0.53% (n = 220,000); AID 1274;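 active means inhibition above about 30%, limit read from the data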;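 further: 0% = p47phox with labelled peptide and 100% = labelled peptide alone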
# Target sequence (P14598 whole entry, looked up): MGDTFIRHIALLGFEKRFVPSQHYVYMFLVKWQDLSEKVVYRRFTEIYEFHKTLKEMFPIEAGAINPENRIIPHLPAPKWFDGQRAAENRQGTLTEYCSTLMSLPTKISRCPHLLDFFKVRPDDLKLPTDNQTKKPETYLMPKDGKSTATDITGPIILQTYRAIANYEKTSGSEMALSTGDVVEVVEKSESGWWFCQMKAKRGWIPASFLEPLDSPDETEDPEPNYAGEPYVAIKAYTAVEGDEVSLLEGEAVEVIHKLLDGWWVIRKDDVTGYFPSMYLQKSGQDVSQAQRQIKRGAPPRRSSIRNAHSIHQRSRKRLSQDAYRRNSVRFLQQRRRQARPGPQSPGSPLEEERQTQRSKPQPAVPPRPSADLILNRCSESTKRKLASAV
# PGE2 EP2 inh – inhibitors of human EP2 prostaglandin E2 receptor; P43116; actives 0.52% (n = 260,000); inhibition, % at 25 µM; C6 glioma cells expressing human EP2, cAMP TR-FRET; cells stimulated with saturating PGE2;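 active means percent inhibition above 40 after rounding to a whole number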;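 further: rat C6 glioma host cells with rolipram phosphodiesterase inhibitor present; the protocol text gives 20 µM as final concentration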
# Target sequence (P43116 whole entry, looked up): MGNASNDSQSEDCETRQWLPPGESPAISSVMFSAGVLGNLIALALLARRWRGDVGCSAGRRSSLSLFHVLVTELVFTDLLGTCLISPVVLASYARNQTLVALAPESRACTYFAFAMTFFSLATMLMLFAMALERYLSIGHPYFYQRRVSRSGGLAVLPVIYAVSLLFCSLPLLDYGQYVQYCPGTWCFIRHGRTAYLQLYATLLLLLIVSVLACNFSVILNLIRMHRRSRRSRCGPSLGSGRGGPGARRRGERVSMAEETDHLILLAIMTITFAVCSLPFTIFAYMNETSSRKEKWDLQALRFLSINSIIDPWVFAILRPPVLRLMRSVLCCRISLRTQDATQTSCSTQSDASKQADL
# PPC-1+TRAIL kill – kills PPC-1 cancer cells in the presence of TRAIL | actives 0.41% (n = 220,000) | PPC-1 cells + TRAIL, ATPLite viability luminescence | cell killing (% activity), % at 4 µM;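 active means cell killing above 50% in the first pass at 4 µM, then a duplicate retest at 5 µM averaging 50% or more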;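 further: plate controls were cells with TRAIL plus DMSO for no effect and medium-only wells lacking cells for full effect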
# TbHK1 inh – blocks Trypanosoma brucei hexokinase 1 activity; recombinant TbHK1, G6PDH-coupled NADH A340; inhibition, % at 10 µM; actives 0.11% (n = 220,000);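 active means inhibition of 50% or more in the single-dose primary screen; inactive means inhibition below 50%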
# The depositor's hits bear a star; · = no result given; & = joins results of further samples; [ ] = dose if it differs, or a comment. Not all compounds are listed, so the mix of outcomes need not match the whole.
# The first eight compounds (preview)
(1) O=C(NCC(=O)N(Cc1ccco1)C(C(=O)NC1CCCCC1)c1ccncc1)c1cccs1 (stereo unspecified)
(2) CCN(CC)c1ccc(NC(=O)CC2Oc3ccccc3NC2=O)c(C)c1 (stereo unspecified)
(3) CN(Cc1ccco1)C(=O)c1ccc(N2CCCC2=O)cc1
(4) CC(C)=CCC/C(C)=C/C=N/NC(=O)c1ccccc1[N+](=O)[O-]
(5) Cc1nn(C(=O)c2ccco2)c(C)c1Sc1ccc(Cl)cc1
(6) CCOc1cccc(-c2nnc3sc(COc4ccc(Cl)cc4)nn23)c1
(7) Cn1cccc1Cc1nnc(SCC(=O)NC2CCCC2)n1-c1ccc(F)cc1
(8) COc1cc(C2NC(=O)C(C#N)=C(Nc3cccc(C)c3)S2)ccc1O (stereo unspecified)
Assay by compound	1	2	3	4	5	6	7	8
Ba/F3 V617F tox	-6	-2	-5	3	-3	-1	3	-2&-4
p97 ATPase inh	6	3	3	-1	4	1	-5	5&5
RBBP9 inhibitor	-3	-6	-5	-6	3	-4	-1	-10&-6
Furin inh	-24	-40	-26	-21[20 µM]	-14	-23	-19	-9&-13
BaF3 tox	1	4	5	1	2	2	10	0&-2
p47phox inh	-14	-8	-7	-12	-11	-4	4	-3&-6
PGE2 EP2 inh	7	16	11	7	10	5	9	10&3
PPC-1+TRAIL kill	-8	-4	-5	-18	-4	-5	16	3&-10
TbHK1 inh	-10	1	7	2	5	1	-6	-33&-59

# The whole of this part, repeating the preview:
(1) O=C(NCC(=O)N(Cc1ccco1)C(C(=O)NC1CCCCC1)c1ccncc1)c1cccs1 (stereo unspecified)
(2) CCN(CC)c1ccc(NC(=O)CC2Oc3ccccc3NC2=O)c(C)c1 (stereo unspecified)
(3) CN(Cc1ccco1)C(=O)c1ccc(N2CCCC2=O)cc1
(4) CC(C)=CCC/C(C)=C/C=N/NC(=O)c1ccccc1[N+](=O)[O-]
(5) Cc1nn(C(=O)c2ccco2)c(C)c1Sc1ccc(Cl)cc1
(6) CCOc1cccc(-c2nnc3sc(COc4ccc(Cl)cc4)nn23)c1
(7) Cn1cccc1Cc1nnc(SCC(=O)NC2CCCC2)n1-c1ccc(F)cc1
(8) COc1cc(C2NC(=O)C(C#N)=C(Nc3cccc(C)c3)S2)ccc1O (stereo unspecified)
Assay by compound	1	2	3	4	5	6	7	8
Ba/F3 V617F tox	-6	-2	-5	3	-3	-1	3	-2&-4
p97 ATPase inh	6	3	3	-1	4	1	-5	5&5
RBBP9 inhibitor	-3	-6	-5	-6	3	-4	-1	-10&-6
Furin inh	-24	-40	-26	-21[20 µM]	-14	-23	-19	-9&-13
BaF3 tox	1	4	5	1	2	2	10	0&-2
p47phox inh	-14	-8	-7	-12	-11	-4	4	-3&-6
PGE2 EP2 inh	7	16	11	7	10	5	9	10&3
PPC-1+TRAIL kill	-8	-4	-5	-18	-4	-5	16	3&-10
TbHK1 inh	-10	1	7	2	5	1	-6	-33&-59

(9) COCCOC(=O)C1=C(C)OC(N)=C(C#N)C1c1cc2cccc(C)c2nc1Cl (stereo unspecified)
(10) CCOC(=O)c1c(CN2CCCCC2)oc2ccc(OC)cc12
(11) COC(=O)c1sccc1NC(=O)c1cc(-c2ccc(C)cc2)nc2ccccc12
(12) CCOC(=O)N1CCN(Cc2nc3c(c(=O)[nH]c(=O)n3C)n2Cc2ccccc2C)CC1
(13) O=C1CNC(=O)/C1=C/c1ccccc1
(14) NC(=O)NC(=O)COC(=O)c1ccccc1Oc1ccccc1
(15) NC1=NC(c2ccc(Br)cc2)n2c(nc3ccccc32)N1 (stereo unspecified)
(16) CC(C)=NN1C(=O)c2ccccc2NC1(C)C
Assay by compound	9	10	11	12	13	14	15	16
Ba/F3 V617F tox	-1	5&-2	7	3	-2	-3	1	1
p97 ATPase inh	3	-9&-5	-1	-3	4	1	8	-2
RBBP9 inhibitor	2	-4&-3	-9	-12	-6	-1	6	-6
Furin inh	-15	-9&-9	-9[20 µM]	-15	-9	-12	-13[20 µM]	-16
BaF3 tox	9	6&6	13	8	5	3	10	0
p47phox inh	4	-10&-6	13	-6	-1	-11	-14	3
PGE2 EP2 inh	1	3&15	·	8	11	12	16	8
PPC-1+TRAIL kill	4	15&11	9	21	2	22	17	-5
TbHK1 inh	-1	-4&2	12	6	2	5	-1	-5

(17) CNC(=O)COC(=O)c1cccc(S(=O)(=O)N2CCN(c3ccc(F)cc3)CC2)c1
(18) O=C(/C(C=Nc1ccc(Br)cc1)=C(/O)c1ccco1)C(F)(F)F
(19) CC(C)CCNC(=O)NC(=O)COC(=O)CNC(=O)C1CCCCC1
(20) O=C1CCN(Cc2ccccc2)CCN1CCO
(21) COc1ccccc1NC(=O)CSc1nnc(-c2ccncc2)n1CC1CCCO1 (stereo unspecified)
(22) COCCC(=O)N1CCCC(C(=O)c2ccc3c4c(cccc24)CC3)C1 (stereo unspecified)
(23) CCN(CC)S(=O)(=O)c1ccc2[nH]c(=O)cc(C(=O)Nc3ccc(C)cc3)c2c1
(24) Cc1ccc2ccccc2c1COC(=O)c1nonc1N
Assay by compound	17	18	19	20	21	22	23	24
Ba/F3 V617F tox	-1	-3	-1	·	0	0	1	1
p97 ATPase inh	1	3	1	·	-2	4	-1	-4
RBBP9 inhibitor	-1	-8	-4	·	-6	5	-8	-4
Furin inh	-16	-9	-33	-31	-27[20 µM]	-33	-20	2[20 µM]
BaF3 tox	2	1	5	·	5	7	2	1
p47phox inh	-22	-6	-10	-6	-5	-9	-14	-8
PGE2 EP2 inh	14	8	4	13	6	11	7	8
PPC-1+TRAIL kill	12	60*	30	-17	0	10	-5	2
TbHK1 inh	-11	-18	2	1	-3	-6	0	8

(25) CCOC(=O)c1nc(C)nc(Sc2n[nH]c(-c3cc(C(F)(F)F)cc(C(F)(F)F)c3)n2)c1C
(26) COc1ccc(/C=C/C(=O)OCC(=O)c2ccc3c(c2)NC(=O)CO3)c(OC)c1
(27) Cn1cc(SCC(=O)Nc2nccs2)c2ccccc21
(28) CC(C)Cc1cc(C(=O)Nc2c(F)cc(F)cc2Br)no1
(29) C/C(=N\NC(=O)c1cc(C)nc2ccccc12)c1ccc([N+](=O)[O-])cc1
(30) Nc1ccc(C(=O)c2ccc3c(c2)OCCO3)cc1N
(31) N#Cc1c(=O)c2nc(NCc3ccccc3)ncc2n2ccccc12
(32) CC(=O)Nc1ccc(/C=N/NC(=S)NC(C)C)cc1
Assay by compound	25	26	27	28	29	30	31	32
Ba/F3 V617F tox	-3	-3	2	-2	0	-1	-2	-2
p97 ATPase inh	1	-1	0	0	3	0	8	3
RBBP9 inhibitor	-5	6	-3	4	-11	-12	11	-10
Furin inh	22	-2	-30	-15	-12	-19[20 µM]	0[20 µM]	-22
BaF3 tox	1	2	6	-1	7	-1	0	4
p47phox inh	-9	-9	-11	-14	-4	·	-4	-6
PGE2 EP2 inh	12	15	12	13	3	3	9	6
PPC-1+TRAIL kill	17	1	5	14	13	·	18	10
TbHK1 inh	-3	-27	-2	1	-9	-28	-26	-37

(33) COc1ccc(C)cc1S(=O)(=O)N(C)CC(=O)N1CCC(C)CC1
(34) CC(=O)Nc1ccc(NS(=O)(=O)c2ccc(C)cc2)c([N+](=O)[O-])c1
(35) CC(C(=O)Nc1ccc(C(=O)O)cc1)N1C(=O)c2ccccc2C1=O (stereo unspecified)
(36) O=C(C1CCN(C2CCN(C/C(Cl)=C/c3ccccc3)CC2)CC1)N1CCOCC1
(37) Fc1ccc(Cn2nnnc2CN2CCc3ccccc3C2)cc1
(38) CCc1cccc(CC)c1-n1c(SCn2nnc3ccccc3c2=O)nnc1-c1cccnc1
(39) O=C(CC12CC3CC(CC(C3)C1)C2)NCc1ccco1
(40) Cc1ccc(S(=O)(=O)c2c(C)cc(-c3ccccc3)[nH]c2=O)cc1
Assay by compound	33	34	35	36	37	38	39	40
Ba/F3 V617F tox	0	-1	5	4	-4	-2	-3	-4
p97 ATPase inh	-1	7	-6	1	0	-1	-2	0
RBBP9 inhibitor	-4	-2	1	3	-7	-11	-8	-10
Furin inh	-18[20 µM]	-33	-18	-11	-23	-14[20 µM]	-9	-26[20 µM]
BaF3 tox	3	5	6	6	4	5	4	4
p47phox inh	-1	1	1	-20	-9	-10	-3	-17
PGE2 EP2 inh	0	15	10	7	13	15	4	9
PPC-1+TRAIL kill	23	6	-23	-6	13	-3	-2	11
TbHK1 inh	4	-3	5	2	2	-10	0	-10

(41) Cc1nn(CC2CCCCC2)c(N)c1-c1ccccc1
(42) C=CCNCCOc1ccc(C)cc1[N+](=O)[O-]
(43) CCOC(=O)C1=C(CSc2nc(C)cc(C)c2C#N)OC(N)=C(C#N)C1c1cccs1 (stereo unspecified)
(44) CC(=O)Nc1cccc(OCc2ccc(F)cc2)c1
(45) CN(C)S(=O)(=O)c1cccc(COC(=O)c2ccc3c(c2)OCO3)c1
(46) Cc1cc(NC(=O)C2CC(c3c(F)cccc3Cl)=NO2)n(-c2ccccc2)n1 (stereo unspecified)
(47) CC1(C)Cc2c(c(N3CCOCC3)nc3sc4c(=O)[nH]cnc4c23)CS1
(48) O=C(CN1C(=O)/C(=C\C=C\c2ccccc2)SC1=S)Nc1ccc(F)cc1
Assay by compound	41	42	43	44	45	46	47	48
Ba/F3 V617F tox	-3	0	0	-1	6	1	3	2
p97 ATPase inh	-1	6	1	3	-2	-1	0	3
RBBP9 inhibitor	1	-9	-11	1	-4	-6	6	-13
Furin inh	-21[20 µM]	-28	-18	-19	-17	-19	-9	14
BaF3 tox	5	4	3	6	11	5	3	4
p47phox inh	6	-4	-3	4	-10	-5	-8	-18
PGE2 EP2 inh	12	7	9	5	0	10	9	5
PPC-1+TRAIL kill	-20	7	6	-4	0	-1	21	30
TbHK1 inh	-3	-3	-20	-3	11	-1	4	20

(49) O=C(Nc1cccc(NC(=O)c2ccc(-c3ccc(Br)cc3)o2)c1)c1ccco1
(50) CCOc1cc([N+](=O)[O-])c2nc(N)sc2c1
(51) Cc1nnc(NC(=O)CCn2cnc3ccccc3c2=O)s1
(52) O=C(Nc1ccc(F)cc1F)NC1CCN(S(=O)(=O)c2ccc(F)cc2)CC1
(53) Cc1nc(NC2=NCN(C3CCCCC3C)CN2)nc2ccccc12 (stereo unspecified)
(54) O=C(CNc1cccc2ccccc12)N/N=C/c1ccc(OC(=O)/C=C/c2ccco2)cc1
(55) CCOC(=O)Cc1csc(NC(=O)Nc2ccccc2)n1
(56) O=S(=O)(c1ccc(Cl)cc1)N1CCC(O)(CN2CCN(Cc3ccccc3)CC2)CC1
(57) CCn1c(SCC(=O)N2CCCCC2C)nnc1-c1ccc(S(=O)(=O)N2CCN(C)CC2)cc1 (stereo unspecified)
(58) Cc1ccc(Nc2nc(C(=O)NCc3ccco3)cs2)cc1
(59) O=S(=O)(c1cc(C(F)(F)F)ccc1Cl)N1CCN(c2ccccn2)CC1
Assay by compound	49	50	51	52	53	54	55	56	57	58	59
Ba/F3 V617F tox	1	2	-3	-2	2	3	-2	1	-1	0	0
p97 ATPase inh	-4	2	6	5	3	1	-1	1	2	1	-3
RBBP9 inhibitor	-11	-1	-2	8	-5	1	7	-1	4	1	-10
Furin inh	-21[20 µM]	-24	-28	2	-2[20 µM]	-8	-17[20 µM]	-19	-9[20 µM]	-12	-15
BaF3 tox	2	-6	3	10	1	4	3	6	2	3	3
p47phox inh	-22	-4	-2	1	-16	-17	-10	-34	3	-5	-4
PGE2 EP2 inh	11	7	12	4	4	10	·	5	6	9	8
PPC-1+TRAIL kill	28	10	12	20	6	10	6	-12	42	24	3
TbHK1 inh	-8	1	-3	0	5	-8	2	0	-7	3	5

# Screens: PubChem BioAssay, several laboratories
